Bioassay records (PubChem)
PAX8 inh HTS: inhibitors of PAX8-driven TPO luciferase reporter, primary screen, RMG-I cells, single concentration; 1.2% of 360,000 active; SteadyGlo, 24 h; inhibition, % at 12.6 µM;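 active = mean replicate inhibition at least 60% with every replicate also reaching 60%; inconclusive = only one of the two criteria is met; inactive = mean below 60% and not all replicates reaching 60%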;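 also: luciferase light reporting Pax8 driven TPO promoter activity; plate controls were median of neutral control wells for no effect and mitoxantrone controls for full effect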
PGC1a acetyl inh: inhibitors of PGC1a acetylation signal, primary screen, cell-based, U2OS, AlphaScreen, inhibitor mode; AlphaScreen anti-acetyl-lysine; with virally co-expressed GCN5 acetyltransferase; inhibition, % at 15.6 µM; 0.17% of 350,000 active; AID 651687, 2012;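 active = every replicate shows inhibition of at least 40%; inconclusive = mean inhibition at least 40% but some replicate below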;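 also: 0% = neutral control wells and 100% = positive control wells; some results beyond the cut were filed as inactive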
EWS-Fli block: EWS/Fli-driven NR0B1 reporter inhibitors, primary screen, A673 cells, NR0B1 luciferase, luminescence, MLPCN library; inhibition, % at 12.6 µM; 0.67% of 350,000 active; viability-normalised;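 active = mean inhibition of at least 50% after viability correction, with every replicate also passing that limit; inconclusive = mean reaches 50% but only one of two replicates passes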;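 also: firefly luciferase signal divided by Alamar Blue viability fluorescence both relative to DMSO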
S100A4 MyoIIA: inhibitors of S100A4-myosin IIA peptide binding, primary screen, biochemical, fluorescence polarization, TAMRA-MyoIIA peptide; Protein S100-A4 (Homo sapiens), P26447; inhibition, % at 10.7 µM; 0.14% of 360,000 active;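 active = mean inhibition of at least 70% across replicates, with every replicate also reaching that level; inconclusive = mean inhibition reaches 70% but some replicates fall short; inactive = mean inhibition below 70%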
Target sequence (P26447 whole entry, looked up): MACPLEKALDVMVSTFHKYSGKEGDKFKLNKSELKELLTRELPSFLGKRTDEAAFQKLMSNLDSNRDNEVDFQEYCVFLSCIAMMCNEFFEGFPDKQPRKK
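Material: human S100A4 monomer with TAMRA-labelled myosin IIA peptide; buffer or medium: HEPES pH 7.2 with CaCl2, KCl, NaCl, DTT, Triton; compound dosing: one concentration per compound; schedule: 5 min incubation before reading; benchmarks: neutral control DMSO, positive control TFP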
FN deposit inh: inhibitors of fibronectin matrix deposition, primary screen, AH1F cells, Alexa488-fibronectin fluorescence, plate reader | AID 743247, 2014 | inhibition, % at 12.6 µM | AH1F fibroblasts, overnight | 0.086% of 350,000 active;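 active = mean inhibition across replicates of 30% or more, regardless of how many single replicates reach that level; inconclusive = mean under 30% yet at least half of replicates reach 30%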;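 also: positive control wells lacked labelled fibronectin entirely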
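Material – AH1F fibroblast monolayer, labelled fibronectin deposition · Reagent – labelled fibronectin 24 nM · Timing – 1 h adhesion, overnight exposure · Measured by – fluorescence at 485 nm excitation, 525 nm emission · Read-out – inhibition of fibronectin deposition signal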
ERAP1 inh: human ERAP1 aminopeptidase inhibitors, primary screen, biochemical, single point, plate reader; Endoplasmic reticulum aminopeptidase 1 (Homo sapiens), Q9NZ08; recombinant ERAP1, Leu-AMC fluorescence, 60 min; inhibition, % at 10.7 µM; 0.15% of 340,000 active;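 active = mean replicate inhibition of at least 30%, or all replicates individually reaching that 30% level; inactive = mean below 30% and not every replicate reaching it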;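 also: 0% = neutral control wells and 100% = L-leucinethiol positive control wells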
Target sequence (Q9NZ08 whole entry, looked up): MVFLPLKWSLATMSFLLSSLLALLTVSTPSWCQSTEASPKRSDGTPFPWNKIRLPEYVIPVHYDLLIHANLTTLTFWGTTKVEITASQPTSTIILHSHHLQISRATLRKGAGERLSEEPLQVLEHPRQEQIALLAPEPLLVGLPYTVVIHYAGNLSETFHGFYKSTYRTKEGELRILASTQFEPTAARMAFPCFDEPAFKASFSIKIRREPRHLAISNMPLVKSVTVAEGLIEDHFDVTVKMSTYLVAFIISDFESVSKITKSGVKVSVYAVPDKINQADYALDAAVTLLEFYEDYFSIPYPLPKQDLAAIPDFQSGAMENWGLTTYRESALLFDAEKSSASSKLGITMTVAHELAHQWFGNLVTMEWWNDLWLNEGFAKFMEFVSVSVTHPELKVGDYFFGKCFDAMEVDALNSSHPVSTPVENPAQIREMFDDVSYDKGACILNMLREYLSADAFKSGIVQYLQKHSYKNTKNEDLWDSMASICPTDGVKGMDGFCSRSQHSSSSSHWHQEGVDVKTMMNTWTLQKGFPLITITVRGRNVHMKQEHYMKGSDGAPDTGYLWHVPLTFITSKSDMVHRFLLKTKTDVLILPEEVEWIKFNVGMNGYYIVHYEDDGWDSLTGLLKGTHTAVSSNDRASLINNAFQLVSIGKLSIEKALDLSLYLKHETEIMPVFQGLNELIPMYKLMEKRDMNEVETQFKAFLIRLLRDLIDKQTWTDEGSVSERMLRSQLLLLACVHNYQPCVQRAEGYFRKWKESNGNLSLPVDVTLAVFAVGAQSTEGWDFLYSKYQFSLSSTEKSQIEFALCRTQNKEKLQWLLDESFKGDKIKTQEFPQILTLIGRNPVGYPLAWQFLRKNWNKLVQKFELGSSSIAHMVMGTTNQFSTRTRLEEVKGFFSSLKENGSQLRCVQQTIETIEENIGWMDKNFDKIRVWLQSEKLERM
PglD inh: C. jejuni PglD acetyltransferase inhibitors, primary screen, biochemical, DTNB colorimetric, single point. UDP-N-acetylbacillosamine N-acetyltransferase PglD (Campylobacter jejuni). purified PglD enzyme, DTNB colorimetric CoA detection. inhibition, % at 12.5 µM. 0.098% of 360,000 active. AID 602405, 2012; in the data active = inhibition above about 16%, passing the limit was not always enough; inconclusive = no clear call, values can overlap the other calls; also: strong numbers were not always called active
LGR2 inh: inhibitors of bursicon-induced LGR2 CRE-luciferase signal, primary screen, cell-based, HEK293, CRE-luciferase reporter, bursicon stimulation. Drosophila bursicon receptor LGR2 (rickets). bursicon-stimulated, 4 h. inhibition, % at 9.99 µM. 0.35% of 380,000 active;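 active = drop in luminescence signal, shown as inhibition above about 50% in the replicate tests, limit read from the data, passing the limit was not always enough; inconclusive = probably only some replicates passing the limit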;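 also: agonist challenge used bursicon conditioned medium at about half maximal strength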
Numbers without * were called inactive; ? = inconclusive; . = no result given. No enrichment for hits; any-hit rate near 2.1%.

Results follow in this order: PAX8 inh HTS	PGC1a acetyl inh	EWS-Fli block	S100A4 MyoIIA	FN deposit inh	ERAP1 inh	PglD inh	LGR2 inh
- C[C@H](CO)N1C[C@H](C)[C@@H](CN(C)C(=O)c2ccccc2F)Oc2ncc(C#Cc3ccccc3)cc2C1=O
 : .	-13	-1	-2	-26	-2	3	-9
- CN(Cc1nccs1)C(=O)c1cc(COc2cccc3cnccc23)on1
 : 5	20	-3	1	10	-2	3	4
- Nc1c(C(=O)Nc2ccccc2F)sc2nc(Cc3ccccc3)cc(C(F)(F)F)c12
 : .	5	3	-3	.	2	-2	-9
- CCOc1nc(NC(=O)NS(=O)(=O)c2cccc(Cl)c2)nc(-c2ccccc2)n1
 : -13	21	-5	-1	-1	4	-2	-20
- O=C(Nc1ccc2c(c1)C(=O)OC2)c1ccc(Cl)cc1
 : 4	1	-45	-12	-13	2	4	-8
- C[C@H]1CCCCO[C@H](CN(C)C(=O)c2ccccc2)[C@@H](C)CN([C@@H](C)CO)C(=O)c2cc(NC(=O)NC3CCCCC3)ccc2O1
 : -16	-12	1	114*	-2	-4	1	3
- OCC1(CCc2ccccc2)CCN(Cc2c(F)ccc(F)c2F)CC1
 : -1	.	3	-9	-5	2	.	14
- CC(=O)c1sc(NCc2ccc(C)cc2)nc1C
 : -170	9	-83	8	-3	-1	0	-28
- Cn1c(O)c(N=Nc2ccc(F)cc2)c2ccccc21
 : 11	-4	-6	9	10	5	-9	-6
- COc1ccc(NC(=O)N(C)C[C@@H]2OCCCC[C@@H](C)Oc3ccc(NC(=O)c4ccncc4)cc3C(=O)N([C@H](C)CO)C[C@H]2C)cc1
 : -5	0	5	.	-8	.	2	14
- COC(=O)CCC(=O)OC1(C)C(=O)C=C2C=C(C3CC3)N(C3CCCCC3)C=C2C1=O (stereo unspecified)
 : 3	-12	7	7	3	-1	-2	-2
- CCOC(=O)c1[nH]c2ccc(OC)cc2c1NC(=O)CN1CCC2(CC1)OCCO2
 : 2	14	.	.	-7	.	4	.
- COC(=O)CC(c1ccc(OC)c(OC)c1)c1ccc(OC)c(OC)c1
 : -3	15	11	5	.	-4	-1	-14
- O=C(Cc1ccc(Cl)c(Cl)c1)NNC(=S)NCC1CCCO1 (stereo unspecified)
 : -2	-4	.	0	-1	-3	-4	1
- CCCn1c(SCC(=O)Nc2cccc(C)n2)nc2c1c(=O)n(C)c(=O)n2C
 : 17	4	-5	6	-10	4	.	9
- CCNC(=O)C1(C)CCN1C(=O)Cc1ccc(C(C)C)cc1 (stereo unspecified)
 : -7	-1	3	-3	1	2	-1	-19
- CCCC(=O)Nc1ccc2c(c1)OC[C@@H](C)N(CC1CCOCC1)C[C@H](C)[C@H](OC)CN(C)C2=O
 : 3	8	18	-2	-5	7	-3	27
- CN(C)CC(=O)N1CC2(C1)[C@H](c1ccccc1)[C@H](CO)N2C(=O)C1CCCC1
 : 18	-9	-12	5	7	0	.	-10
- COc1ccc(C#Cc2ccc3c(c2)[C@]2(C(=O)N3)[C@H](C(=O)N3CCN(c4ncccn4)CC3)[C@H]3C(=O)O[C@H](c4ccccc4)[C@H](c4ccccc4)N3[C@@H]2c2ccc(OCCO)cc2)cc1
 : -14	.	-1	37	.	2	13	.
- Cc1ccc(C)c(N2CCN(S(=O)(=O)c3ccc(-c4cc(C)no4)s3)CC2)c1
 : -5	10	-4	11	-2	2	1	8
- C/C(NC(=O)c1cccs1)=C1\C(=O)C[C@@H]2[C@H]1C2(C)C
 : .	-1	.	?	-13	.	-1	.
- O=C(NCCN1CCc2ccccc2C1)C1CCN(S(=O)(=O)N2CCC3(CC2)OCCO3)CC1
 : .	.	12	9	.	3	.	2
- CNC[C@@H]1Oc2ccc(NC(=O)CCN3CCOCC3)cc2CC(=O)N([C@@H](C)CO)C[C@H]1C
 : -2	4	-3	-9	12	3	-1	-9
- CN1C(=O)c2cc(NC(=O)c3cccc(Cl)c3)ccc2OC[C@@H]2O[C@H](CC(=O)NC3CCCCC3)CC[C@H]21
 : 59	0	5	.	-1	.	1	-6
- C[C@@H]1CN([C@H](C)CO)C(=O)c2cc(C3=CCCC3)cnc2O[C@H]1CN(C)C
 : .	0	-14	3	-5	2	4	-2
- COc1ccc2c3c([nH]c2c1)[C@H](CO)N(S(=O)(=O)c1cn(C)cn1)CC31CCN(CC2CC2)CC1
 : -22	.	-4	-25	.	0	.	14
- CN1c2ccc(-c3ccccc3)cc2[C@H]2[C@H](CCN2C(=O)c2ccccc2F)[C@H]1CO
 : 33	9	-8	5	-21	-3	-2	16
- CC1CC(C)(C)NC(=S)N1CCCC(=O)Nc1ccc(Cl)cc1 (stereo unspecified)
 : -1	2	9	-5	-7	5	-3	21
- C[C@@H]1CN([C@H](C)CO)C(=O)c2cccc(NC(=O)Nc3cccc4ccccc34)c2O[C@@H]1CN(C)Cc1ccc(C(=O)O)cc1
 : 10	-7	.	5	.	-2	-4	-4
- COc1ccc(CNCCCn2cnc3c(OCc4ccccc4)ncnc32)cc1
 : -3	28	-4	-8	-6	-1	0	-16
- O=C(NCC[C@@H]1CC[C@@H](NS(=O)(=O)c2ccc(F)cc2)[C@@H](CO)O1)c1ccc2c(c1)OCO2
 : 22	2	1	-4	-11	0	-3	-21
- Fc1ccc(-c2nc3ccc(Br)cn3c2Cc2ccsc2)cc1
 : -111	-11	-96	23	-10	2	7	-30
- CCOC(=O)N1CCC(=NNC(=O)COc2cccc(C)c2)CC1
 : 10	-5	15	3	-2	2	.	.
- CSc1ccccc1C(=O)C1CCCN(Cc2cnn(-c3ccccc3)c2)C1 (stereo unspecified)
 : 18	.	8	-1	-3	-4	.	.
- CC(=O)Nc1ccc(C(=O)NCC(=O)OCc2c(F)cccc2Cl)cc1
 : -4	1	-6	-7	.	10	.	-31
- COc1ccc(NC(=O)c2sc(=O)n(Cc3ccc4ccccc4c3)c2C)cc1OC
 : -3	.	13	-1	-3	.	0	-12
- CCCNC(=O)Nc1ccc2c(c1)C(=O)N(C)C[C@@H](OC)[C@H](C)CN(Cc1cncnc1)[C@H](C)CO2
 : .	-7	1	6	11	4	-2	-2
- CN(C)CC(=O)N1CC2(C1)[C@H](c1ccccc1)[C@H](CO)N2S(C)(=O)=O
 : -8	-3	1	41	-2	-2	.	5
- COc1ccc(-c2csc(C(C)(O)c3cccnc3)n2)cc1 (stereo unspecified)
 : -6	8	-10	-6	-1	-1	-1	-10
- CCCCNC(=O)Nc1ccccc1CC
 : -3	.	-228	10	-2	1	5	1
- CC(C)Cn1c(N)cc(=O)n(C)c1=O
 : 11	-21	-3	-1	.	4	4	13
- COc1ccc(CN(C)C[C@@H]2Oc3ccc(NC(=O)Nc4ccc(C(F)(F)F)cc4)cc3C(=O)N([C@H](C)CO)C[C@@H]2C)cc1
 : .	-9	8	-7	2	-2	-6	-18
- CN1C(=O)c2cc(NC(=O)C3CC3)ccc2OC[C@@H]2O[C@H](CC(=O)NCc3ccccc3F)CC[C@@H]21
 : -5	16	-16	-121	-1	1	.	2
- Cc1nc(C(F)(F)F)ccc1C(=O)N1CCCC(C(=O)O)CC1 (stereo unspecified)
 : 9	.	-7	-1	-6	-3	7	5
- CSc1ccccc1OCc1cc(C(=O)NC(C)CCn2cccn2)no1 (stereo unspecified)
 : .	-11	-2	3	-2	3	0	10
- Cc1ccccc1OCC(O)Cn1c(N2CCN(c3ccccc3)CC2)nc2c1c(=O)[nH]c(=O)n2C (stereo unspecified)
 : 4	.	2	-6	-2	-1	.	.
- COC(=O)c1c(S(C)(=O)=O)nc(-c2ccccc2)[nH]c1=O
 : 2	.	-20	2	3	13	.	-7
- O=c1c2cn(Cc3ccccc3)c3ccccc3c-2nn1Cc1ccc(F)cc1Cl
 : 5	.	-10	-3	-3	3	-1	-9
- COCC(=O)N1CCCCN2[C@H](C1)[C@H](c1ccc(-c3cccc(C)c3)cc1)[C@@H]2CO
 : 16	-3	-1	18	.	1	1	6
- COc1ccc(NC(=O)NCCc2c[nH]c3ccccc23)c(OC)c1
 : -3	7	10	4	-2	3	-7	6
- Cc1cccc(C)c1NC(=O)C(CCc1ccccc1)N1CCN(C)CC1 (stereo unspecified)
 : -22	.	-5	5	0	-3	.	0
- CCOC(=O)c1nn2c(C(F)(F)F)cc(-c3ccc(OC)cc3)nc2c1Br
 : -21	9	12	-1	-10	-2	14	7
- O=C(CNC(=O)c1ccc2ccccc2c1)OCC(=O)N1CCN(S(=O)(=O)c2ccc3ccccc3c2)CC1
 : 0	10	5	-3	-9	4	-2	8
- O=C(Nc1cccc(-c2ccc3nncn3n2)c1)C(F)(F)F
 : -2	4	-5	-7	-4	3	4	-1
- COc1ccc(CN2CCNC(=O)C2CC(=O)NC2CCCCCC2)c(F)c1 (stereo unspecified)
 : .	-10	1	-7	1	2	-1	1
- Cc1ccc(O)c(Nc2ncnc3ccccc23)c1
 : -13	14	-10	-1	2	3	5	2
- Cc1ccc(N2CCN(S(=O)(=O)c3ccc4oc(=O)ccc4c3)CC2)cc1Cl
 : 6	.	11	-5	-4	1	-1	2
- C[C@@H]1CN([C@H](C)CO)C(=O)c2cc(NC(=O)Cc3ccccc3)ccc2O[C@@H]1CN(C)S(=O)(=O)c1ccccc1
 : 3	3	9	1	.	2	-2	9
- CCOC(=O)N1CCN(C(=O)c2cn(CC)c3ccc(S(=O)(=O)N4CCCC4)cc3c2=O)CC1
 : 22	2	.	0	-15	3	-2	-6
- C[C@H]1CN([C@@H](C)CO)S(=O)(=O)c2ccc(C3=CCCCC3)cc2O[C@@H]1CN(C)C(=O)c1ccccc1
 : .	-9	8	-2	-14	6	1	6

Further compounds:
Results follow in this order: PAX8 inh HTS	PGC1a acetyl inh	EWS-Fli block	S100A4 MyoIIA	FN deposit inh	ERAP1 inh	PglD inh	LGR2 inh
- O=C(Nc1ccccc1F)N1C[C@H]2[C@@H](c3ccccc31)[C@@H](CO)N2C(=O)Cc1cccnc1
 : -31	6	-40	.	-5	.	6	-28
- CC(C)C#Cc1ccc2c(c1)O[C@H](CN(C)Cc1ccncc1)[C@@H](C)CN([C@H](C)CO)S2(=O)=O
 : 9	-31	29	6	.	-1	-1	14
- O=C(C[C@H]1CC[C@@H](NC(=O)C2CCC2)[C@@H](CO)O1)NCC1CC1
 : 1	5	1	-2	5	0	6	-4
- COc1cccc(C2=NOC(C(=O)NCc3ccco3)C2)c1 (stereo unspecified)
 : .	6	.	.	2	.	-1	-25
- Cc1ccc(C(=O)NCC(=O)Nc2ccc3c(c2)OCCO3)cc1
 : -22	.	-23	-4	-4	1	5	5
- O=C(CN1CCN(c2ccccc2)CC1)Nc1ccc2c(c1)OCCO2
 : 2	2	6	5	3	-2	.	-24

Part of the list above in another layout:
molecule | PAX8 inh HTS | PGC1a acetyl inh | EWS-Fli block | S100A4 MyoIIA | FN deposit inh | ERAP1 inh | PglD inh | LGR2 inh
O=C(Nc1ccccc1F)N1C[C@H]2[C@@H](c3ccccc31)[C@@H](CO)N2C(=O)Cc1cccnc1 | -31 | 6 | -40 | . | -5 | . | 6 | -28
CC(C)C#Cc1ccc2c(c1)O[C@H](CN(C)Cc1ccncc1)[C@@H](C)CN([C@H](C)CO)S2(=O)=O | 9 | -31 | 29 | 6 | . | -1 | -1 | 14
